# Source: PubChem BioAssay (Sanford-Burnham Center for Chemical Genomics)
# MKP-3 inhibition – MKP-3 phosphatase inhibitors, primary screen, biochemical, rat enzyme, in vitro (AID 425); 0.17% of 110,000 active; recombinant MKP-3 phosphatase activity, fluorescence; higher % means a stronger effect; inhibition, % at 20 µM; hits with a dose series show IC50 in µM; in the data active = inhibition above about 50%;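 also: plate controls were vehicle for no effect and reference inhibitor for full effect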
# Hsp70 displacement – Hsp70 inhibitors, probe displacement, primary screen, biochemical, fluorescence polarization (AID 583); 0.06% of 140,000 active; Hsp70 fluorescence polarization probe displacement, mP; higher % means a stronger effect; displacement, % at 20 µM; hits with a dose series show IC50 in µM; in the data active = displacement above about 50%;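 also: plate controls were vehicle for no effect and reference ligand for full effect; a part of the inactive calls stands beside numbers as strong as those of hits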
# An asterisk follows results filed as active; x = no result given; & = joins results of further samples.
Structure | MKP-3 inhibition | Hsp70 displacement
CCc1nnc(NC(=O)CCc2nc(C3=CCN(C)CC3)no2)s1 | 9.9% | -0.2%
CC12CCC(C/C1=N/O)C(C)(C)N2 (stereo not given) | 0.7% | 5.4%
CC1CCC(C(=O)NC(C(=O)N2CCC3(CC2)OCCO3)C(C)C)CC1 (stereo not given) | -15.8% | -3.1%
CN1C(=O)NC(=O)/C(=C/c2cn(Cc3ccccc3Cl)c3ccccc23)C1=O | 0.1% | 5.2%
C=Cn1ccnc1P(=S)(c1cc(N(CC)CC)ns1)c1nccn1C=C | 3.1% | -3.7%
C[C@]12CC[C@@H](O)C[C@@H]1CC[C@@H]1[C@@H]2CC[C@]2(C)[C@@H](O)CC[C@@H]12 | x | 1.1%
CCc1ccc(N2C(=O)CC(=O)NC2=S)cc1 | 5.6% | -3.2%
O=C(c1sc2ccccc2c1Cl)N1CCC2(CC1)OCCO2 | -10.7% | -2.0%
CCCCc1nc2ccccc2c(=O)n1-c1ccccc1O | -4.1% | -5.0%
O=C1NCN(c2ccccc2)C12CCNCC2 | 1.9% | -4.4%
O=P(Oc1ccccc1)(Oc1ccccc1)C(NCc1ccccc1)c1ccccc1 (stereo not given) | -2.8% | 2.3%
CCCCC1(CCCC)C(=O)NC(=Nc2cccc(C)c2)NC1=O | x | 6.0%
Cc1ccc(C)c(COc2cc(C)cc3oc(=O)c4c(c23)CCC4)c1 | 0.9% | -2.3%
CCN1C(=O)/C(=C/c2cccn2C)C(=O)NC1=S | 108.4%* | 72.7%*
CCCCn1c(O)c(C(C)=NCCN2CCOCC2)c(=O)[nH]c1=O | x | 1.0%
c1ccc2c(CCNCc3ccc4c(c3)OCO4)c[nH]c2c1 | -5.0% | 3.0%
COc1ccccc1N1CCN(Cc2ccc(Cl)cc2Cl)CC1 | x | 1.2%
COc1cc(OC)c(OC)cc1CNC(C)C(O)c1ccccc1 (stereo not given) | -17.2% | 0.8%
Cc1ccc(OCC(=O)NCCN2CCN(C(=O)COc3ccc(C)cc3)CC2)cc1 | -13.3% | -1.3%
CCOC(=O)c1ccc(NC(=O)C2C3C=CC(O3)C2C(=O)O)cc1 (stereo not given) | -1.5% | 9.1%
O=C1NC(=O)N(c2ccc(Cl)cc2)C(=O)/C1=C/c1ccc(Br)o1 | 41.4% | -0.1%
Cc1nc2c(-c3ccccc3)c(C)nn2c(C)c1CCC(=O)N1CCC2(CC1)OCCO2 | -4.6% | -4.6%
CC(C)CCn1c(=O)c(C(=O)Nc2ccc(I)cc2)c(O)c2ccccc21 | 0.9% | 3.4%
C=C1N2CCC(CC2)C1(O)c1ccc(C)c(C)c1 (stereo not given) | x | -3.1%
CC1=C(C(=O)N2CCC3(CC2)OCCO3)C2(CCC(C)CC2)OC1=O (stereo not given) | -2.7% | -0.7%

# Compound profiles, from the list above.
# O=C1NCN(c2ccccc2)C12CCNCC2 reads MKP-3 inhibition: 1.9%; Hsp70 displacement: -4.4%
# CCc1ccc(N2C(=O)CC(=O)NC2=S)cc1 reads MKP-3 inhibition: 5.6%; Hsp70 displacement: -3.2%
# CC12CCC(C/C1=N/O)C(C)(C)N2 (stereo not given) reads MKP-3 inhibition: 0.7%; Hsp70 displacement: 5.4%

# (continued)
Structure | MKP-3 inhibition | Hsp70 displacement
Cc1ccc(-n2c(O)c(C=NCCN3CCOCC3)c(=O)[nH]c2=O)cc1 | -11.5% | -1.4%
CN1C(=O)C(C2c3ccccc3C(=O)N2Cc2ccc([N+](=O)[O-])cc2)C(=O)N(C)C1=O (stereo not given) | x | -3.9%
C=C(C)c1cccc(C(C)(C)NC(=O)NC2CN3CCC2CC3)c1 (stereo not given) | 1.3%&3.3% | -0.8%&-5.8%
Cc1ccc(Cl)cc1N1CCN(CCN)CC1 | 7.0% | 0.4%
CC(=NCc1cccnc1)c1c(O)n(Cc2ccccc2)c(=O)[nH]c1=O | -3.5% | 0.2%
Cc1nc2c(c(C)nn2-c2ccccc2)c(C)c1CCC(=O)N1CCC2(CC1)OCCO2 | 2.4% | -8.1%
FC(F)(F)c1ccc2c(c1)N(CCCN1CCN(CCCl)CC1)c1ccccc1S2 | x | 3.1%
C/C(CCc1c[nH]c2ccccc12)=N\O | -11.6% | -5.0%
O=C1NC(=S)NC(=O)C1=Cc1ccc(-c2ccc(S(=O)(=O)Nc3nccs3)cc2)o1 | 37.0% | -4.2%
COc1ccc(CCn2c(O)c(C=NCc3cccnc3)c(=O)[nH]c2=O)cc1OC | 4.2% | 3.6%
CCC(=O)c1c(O)n(C2CCCCCC2)c(=O)[nH]c1=O | -4.6% | 1.6%
O=C(c1ccncc1)C12CN3CN(CN(C3)C1)C2 | -4.8% | -0.7%
COc1ccc(-c2nc3ccccc3n2OC(=O)N(C)C)cc1 | x | 1.5%
CCC(CC)NCc1c[nH]c2ccccc12 | -0.2% | 1.7%
CC(=O)c1ccc2c(c1)C1C(Cl)C(Sc3ccccc3[N+](=O)[O-])CC1C(c1ccccc1)N2 (stereo not given) | x | -1.0%
Cc1cc(-c2ccc(C=C3C(=O)NC(=O)NC3=O)o2)ccc1[N+](=O)[O-] | 5.4% | 3.5%
CC(=O)NC(C)Cc1ccccc1 (stereo not given) | x | -1.2%
COc1cccc(CNCCc2ccc(Cl)cc2Cl)c1 | -1.1% | -0.5%
CC(=O)OC1N=C(c2ccc(Cl)cc2)c2cc(Br)ccc2NC1=O (stereo not given) | x | -2.1%
COc1ccc(CC2c3cc(OC)c(OC)cc3CCN2C)cc1OC (stereo not given) | -7.0% | 0.8%
COCCn1c(-c2ccccc2)cc(C(=O)O)c1C | x | -5.4%
Cc1ccccc1-n1c(O)c(C=NCCN2CCOCC2)c(=O)[nH]c1=O | -7.6% | -0.4%
CCCCn1c(O)c(C(C)=NCC2CCCO2)c(=O)[nH]c1=O (stereo not given) | x | 5.2%
O=C(Oc1c(Cl)cc(Cl)c2ccccc12)N1CCCCC1 | x | 1.8%
CC(=O)OC1(c2ccccc2)CCN(C)C(C)C1C (stereo not given) | x | 2.3%

# The list goes on.
canonical_smiles | MKP-3 inhibition | Hsp70 displacement
CN1C(=O)C(Cc2ccsc2)C(=O)N(C)C1=O | -5.2% | -3.1%
Nc1ccc(Br)cc1C(=O)c1ccc(Cl)cc1Cl | -3.2% | 5.2%
O=C(CF)NC(=C(Cl)Cl)P(=O)(c1ccccc1)c1ccccc1 | -1.1% | 0.6%
COc1ccc(-c2cc(C(F)(F)F)n3nc(C(=O)N4CCC5(CC4)OCCO5)cc3n2)cc1OC | 6.0% | -3.6%
CCOc1ccc(N2C(=O)/C(=C/c3ccco3)C(=O)NC2=S)cc1 | 106.8%* | 92.0%*
O=C(COc1ccc([N+](=O)[O-])cc1)Nc1ccc(Br)cc1C(=O)c1ccccc1 | 3.0% | -0.7%
Cc1ccc(-n2c(-c3ccccc3F)nc3ccccc3c2=O)cc1 | 1.1% | 2.6%
Cc1[nH]c2ccc(S(=O)(=O)O)cc2c1CCN | 5.3% | 5.8%
COc1ccc(CN2CCN(Cc3cccc(OC)c3)CC2)cc1 | 0.2% | -5.8%
O=C(COc1ccc2ccccc2c1)N1CCN(C2CCN(Cc3ccccc3)CC2)CC1 | 2.7% | -7.8%
CCCN1CC(C)C(OC(C)=O)(c2ccccc2)CC1C (stereo not given) | x | -0.8%
CCCC(=O)c1c(O)[nH]c(=O)[nH]c1=O | -14.9% | 4.2%
CC(=Nc1ccc2c(c1)CCC2)c1c(O)n(C)c(=O)n(C)c1=O | -0.1% | 3.9%
Cn1c(O)c(C=NCCc2c[nH]c3ccccc23)c(=O)n(C)c1=O | -3.5% | x
CC(=O)[C@H]1CC[C@H]2[C@@H]3CC[C@H]4C[C@H](O)CC[C@]4(C)[C@H]3C(=O)C[C@]12C | 5.4% | 3.9%
Cc1cc(N2CCOCC2)nc2ccc(NC(=O)CCC(=O)N3CCC4(CC3)OCCO4)cc12 | -8.7% | -5.5%
CC12CCC3C(CC=C4CC(O)CCC43C)C1C/C(=C\c1ccc([N+](=O)[O-])cc1)C2=O (stereo not given) | 4.4% | 0.7%
CCC(=O)O[C@]1(c2ccccc2)CCN(C)[C@H]2CCC[C@H]21 | 0.8% | 4.3%
Cc1cc(/C=C2\C(=O)NC(=O)N(C)C2=O)c(C)n1-c1ccc2c(c1)OCO2 | 6.8% | -4.1%
COC(=O)COc1ccc(C=C2C(=O)NC(=O)NC2=O)cc1 | 1.1% | 2.1%
CC(C)Sc1nnc([C@@H](N)Cc2c[nH]c3ccccc23)o1 | -10.4% | -0.1%
O=C(CCCC1=NS(=O)(=O)c2ccccc2N1)N1CCC2(CC1)OCCO2 | 9.4% | 10.2%
CCOc1ccc(N2C(=O)NC(=O)/C(=C\c3ccc(Sc4nc5ccccc5[nH]4)o3)C2=O)cc1 | -0.4% | -3.6%
O=C(NC1CCSC1=O)c1cccs1 (stereo not given) | 0.0% | -2.0%
Cc1nn(C)c(C)c1P(=S)(c1c(C)nn(C)c1C)N(C)C | -2.8% | -1.7%
CCCCn1c(O)c(C(C)=Nc2cccc(C(=O)O)c2)c(=O)[nH]c1=O | -0.3% | 3.1%
CCSc1nc2ccccc2c(=O)n1-c1cccc(C)c1 | 0.3% | 3.5%
CCn1cc(C=C2C(=O)NC(=S)NC2=O)c2ccccc21 | 4.3% | -1.5%
COc1cccc(-n2c(/C=C/c3cccnc3)nc3ccccc3c2=O)c1 | 0.9% | 4.7%
O=C1NC(=O)C(=Cc2cccc(OCCOc3ccc([N+](=O)[O-])cc3)c2)C(=O)N1 | 5.2% | 0.9%
CCCS(=O)(=O)N1CCC(C(=O)N2CCC3(CC2)OCCO3)CC1 | -13.7% | 2.4%
O=C(N1CCN(C(c2ccccc2)c2ccccc2)CC1)C(O)(c1ccccc1)c1ccccc1 | 5.8% | -6.5%
CCCCCCN=Cc1c(O)n(C)c(=O)n(C)c1=O | x | -2.2%
O=C(Nc1ccc(Br)cc1C(=O)c1ccccc1)c1ccc([N+](=O)[O-])cc1 | -0.4% | 1.4%
CN=C1CN=C(c2ccccc2)c2cc(Cl)ccc2N1 | 1.5% | 0.9%
Cc1ccnc(-n2c(C)nc3ccccc3c2=O)c1 | -4.8% | -2.5%
CC1=C(C(=O)OC(C)C)[C@]2(C(=O)N(CC(N)=O)c3ccccc32)C(C#N)=C(N)O1 | 0.9% | -1.1%
O=c1[nH]c(=O)n(CCc2ccc(F)cc2)c(O)c1C=NCCCn1ccnc1 | -3.9% | -3.4%
N[C@@H](Cc1cc(Br)c(O)c(Br)c1)C(=O)O | x | -0.6%
O=c1c2ccccc2nc(CSc2ncnc3nc[nH]c23)n1-c1ccccc1Cl | x | -2.4%
Cn1c(C(=O)N2CCC3(CC2)OCCO3)cc2c(=O)n(C)c3ccccc3c21 | -7.1% | 4.8%
Cc1ccc(CN2C(=O)NC(=O)C3(Cc4c(nc5ccccn5c4=O)N4CCCCCC43)C2=O)cc1 (stereo not given) | 1.2% | -0.7%
O/N=C1/C(=C/c2ccccc2)N2CCC1CC2 | -2.3% | 0.7%
Cc1ccc(-n2c(C)nc3ccccc3c2=O)cc1Cl | 0.9% | -4.5%
CCCC12CN3CN(C1)CC(CCC)(C3)C2O (stereo not given) | -7.2% | -2.7%
O=C1NC(=O)N(Cc2ccccc2Cl)C(=O)/C1=C/N1CCOCC1 | 2.4% | -8.9%
O=C1NC(=O)N(c2ccccc2Cl)C(=O)C1=Cc1ccccc1 | -10.8% | 5.7%
O=c1oc2ccccc2c2c1C(c1ccc(Cl)cc1)c1c(c3ccccc3oc1=O)O2 | 4.9% | -2.8%
Cc1c2cnn(CC(=O)N3CCC4(CC3)OCCO4)c(=O)c2c(C)n1Cc1ccccc1 | 4.7% | 6.9%
CC1CN(C)CCC1(O)c1ccccc1 (stereo not given) | -3.7% | 0.9%
Cc1nc2c(-c3ccc(F)cc3)c(C)nn2c(C)c1CCC(=O)N1CCC2(CC1)OCCO2 | -7.8% | 3.4%
CC(=O)Nc1cc(C(=O)N2CCC3(CC2)OCCO3)ccc1Sc1ccc(C)cc1 | x | 2.6%
CCOC(=O)c1c(C)n(Cc2ccco2)c2ccc(O)cc12 | -6.2%&0.5% | 1.7%
COc1ccc(C2SCC(=O)Nc3c2c(=O)[nH]n3C2CCCCCC2)cc1 (stereo not given) | 4.4% | 3.5%
CC(C)(C)n1c(O)c(C=Nc2ccc3c(c2)CCC3)c(=O)[nH]c1=O | -3.9% | 2.2%
Oc1ccc(C2NCc3ccccc3-n3cccc32)cc1Cl (stereo not given) | 0.2% | 1.4%
O=C(C1CCC(=O)N1C1CCCCC1)N1CCC2(CC1)OCCO2 (stereo not given) | 1.7% | 1.2%
Cn1c(=O)n(CC(=O)N2CCC3(CC2)OCCO3)c(=O)c2ccccc21 | 4.4% | -0.4%
COc1ccccc1-n1c(O)c(C=NCCCn2ccnc2)c(=O)[nH]c1=O | -0.9% | -1.5%
COc1cccc(-n2c(O)c(C=NCCN3CCOCC3)c(=O)[nH]c2=O)c1 | -7.8% | -0.6%
COc1cccc(N2C(=O)CC(=O)NC2=O)c1 | 1.8%&-1.1% | -3.6%&-4.8%
Cn1cc(C(=O)N2CCC3(CC2)OCCO3)c2c3ccccc3n(C)c2c1=O | 1.6% | -0.5%

# Given with values under each structure: part of the list above
# Values in the order: MKP-3 inhibition | Hsp70 displacement
> CCOC(=O)c1c(C)n(Cc2ccco2)c2ccc(O)cc12
  -6.2%&0.5% | 1.7%
> O=C1NC(=O)N(Cc2ccccc2Cl)C(=O)/C1=C/N1CCOCC1
  2.4% | -8.9%
> COc1ccccc1-n1c(O)c(C=NCCCn2ccnc2)c(=O)[nH]c1=O
  -0.9% | -1.5%

# Some of the compounds tested, so the mix of outcomes need not match the whole.
